esBAF inh: SWI/SNF esBAF complex inhibition | mouse ES cells, Bmi1-luciferase knock-in reporter, 24 h; 100% = twice the neutral-well signal | reporter increase, % at 12.5 µM | 350,000 compounds, 2% hits | AID 602393; in the data active = activation above about 40%; inconclusive = no clear call, values can overlap the other calls;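 note: 0% = median of the plate's neutral control wells and 100% = double that signal; a rise in the Bmi1 reporter signal indicates esBAF inhibition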
LGR2 inh: blocks bursicon-induced cAMP signaling via Drosophila LGR2; inhibition, % at 9.99 µM; AID 720647; HEK293 LGR2, CRE-luciferase, bursicon-stimulated, 4 h; 380,000 compounds, 0.35% hits;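 active = drop in luminescence signal, shown as inhibition above about 50% in the replicate tests, limit read from the data, passing the limit was not always enough; inconclusive = probably only some replicates passing the limit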;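 note: agonist challenge used bursicon conditioned medium at about half maximal strength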
Numbers without * were called inactive; ? = inconclusive; & = joins results of further samples. The list is partial (hit frequency here may not be typical).

Order of results – LGR2 inh | esBAF inh
C[C@H]1CN([C@@H](C)CO)C(=O)c2cc(NC(=O)Cc3ccccc3)ccc2O[C@H]1CN(C)Cc1ccc(-c2ccccc2)cc1
 : 4 | 1
C[C@H](CO)N1C[C@H](C)[C@H](CN(C)S(=O)(=O)c2cccs2)Oc2c(NC(=O)Nc3ccccc3)cccc2C1=O
 : 7 | 0
Cc1noc(C)c1NC(=O)N(C)C[C@H]1OCCCC[C@@H](C)Oc2ccc(NS(C)(=O)=O)cc2C(=O)N([C@@H](C)CO)C[C@H]1C
 : -20 | -2
CCCSc1nc2c(c(=O)[nH]c(=O)n2C)n1CCc1ccccc1
 : 24 | -1
COc1ccc(S(=O)(=O)N(C)C[C@@H]2Oc3ccc(NS(=O)(=O)c4cn(C)cn4)cc3C(=O)N([C@@H](C)CO)C[C@H]2C)cc1
 : -9 | -4
C[C@@H]1CN([C@@H](C)CO)C(=O)c2cc(NC(=O)NC3CCCCC3)ccc2O[C@@H](C)CCCCO[C@@H]1CN(C)C(=O)Cc1ccccc1
 : -5 | 5
C[C@@H]1CCCCO[C@H](CN(C)S(=O)(=O)c2cn(C)cn2)[C@@H](C)CN([C@H](C)CO)C(=O)c2cc(NC(=O)Cc3ccccc3)ccc2O1
 : -7 | 0
C[C@@H]1CN([C@@H](C)CO)C(=O)c2cc(NS(=O)(=O)c3cccs3)ccc2O[C@@H](C)CCCCO[C@@H]1CN(C)C(=O)CCC(F)(F)F
 : -18 | -5
C[C@@H]1CCCCO[C@@H](CN(C)C(=O)Nc2ccc3c(c2)OCO3)[C@@H](C)CN([C@H](C)CO)C(=O)c2cc(NC(=O)Cc3ccccc3)ccc2O1
 : 12 | -11
CN(c1ccccc1C(=O)N1CCOCC1)S(C)(=O)=O
 : -10 | 1
CCCc1c(C)c2ccc(OCC(C)=O)cc2oc1=O
 : -53 | ?
C[C@H](CO)N1C[C@H](C)[C@H](CN(C)S(=O)(=O)c2cccs2)OCCCC[C@H](C)Oc2ccc(NC(=O)Cc3ccccc3)cc2C1=O
 : 14 | 6
Cc1c(Cl)cccc1NC(=S)NN1CCOCC1
 : -11 | -3
C[C@@H]1CN([C@@H](C)CO)C(=O)c2cc(NC(=O)Cc3ccccc3)ccc2O[C@@H](C)CCCCO[C@@H]1CN(C)S(=O)(=O)c1cn(C)cn1
 : -11 | -5
C[C@@H]1CN([C@@H](C)CO)C(=O)c2cc(NS(C)(=O)=O)ccc2O[C@@H](C)CCCCO[C@@H]1CN(C)Cc1ccc(C(F)(F)F)cc1
 : ? | 1
COc1ccc(CN2CCN(C(=O)c3ccco3)CC2)cc1OCc1ccccc1
 : -4 | -22
C[C@H]1CN([C@@H](C)CO)C(=O)c2cc(NC(=O)Cc3ccccc3)ccc2O[C@@H]1CN(C)Cc1ccc(-c2ccccc2)cc1
 : 12 | -1
CCOC(=O)CSc1nc(C)c(C(=O)OCC)s1
 : 0 | 1
O=C(CN1C2=NCCN2c2ccccc21)C12CC3CC(CC(C3)C1)C2
 : -24 | -2
CC(C)NC(=O)NS(=O)(=O)c1cnccc1NC1CC2CCC1C2 (centres undefined)
 : 8 | -1
CN(C)C=NC(=O)c1ccc(N2CCN(c3ncc(C(F)(F)F)cc3Cl)CC2)cc1
 : 16 | -11
COc1ccc(CN(C)C[C@H]2OCCCC[C@H](C)Oc3ccc(NS(=O)(=O)c4c(C)noc4C)cc3C(=O)N([C@H](C)CO)C[C@H]2C)cc1
 : -17 | -3
Cc1noc(C)c1NC(=O)N(C)C[C@H]1Oc2ccc(NS(=O)(=O)c3c(C)noc3C)cc2C(=O)N([C@H](C)CO)C[C@H]1C
 : -4 | 0
Cc1noc(C)c1S(=O)(=O)N(C)C[C@H]1OCCCC[C@@H](C)Oc2ccc(NC(=O)Nc3ccc4c(c3)OCO4)cc2C(=O)N([C@H](C)CO)C[C@@H]1C
 : -8 | -2
O=C(CCCN1C(=O)c2ccccc2C1=O)N1CCCCC1
 : -12 | 7
O=C(Oc1ccccc1)c1cc2ccccc2o1
 : 3 | -8
Cc1cc(C)n(-c2ccc(C(=O)Nc3ccc4c(c3)OCO4)cc2)n1
 : -59 | 68*
C[C@@H]1CCCCO[C@H](CN(C)Cc2ccc3c(c2)OCO3)[C@H](C)CN([C@H](C)CO)C(=O)c2cc(NS(=O)(=O)c3cccs3)ccc2O1
 : 11 | -1&0
COc1ccc(NC(=O)Nc2ccc3c(c2)C(=O)N([C@@H](C)CO)C[C@H](C)[C@@H](CN(C)C(=O)CCC(F)(F)F)OCCCC[C@@H](C)O3)cc1
 : 8 | 12
C[C@@H]1CN([C@@H](C)CO)C(=O)c2cc(NC(=O)NC3CCCCC3)ccc2O[C@@H](C)CCCCO[C@H]1CN(C)C(=O)c1ccncc1
 : 17 | -1

13 structures from above, sorted by length of the SMILES, falling.
Order of results – LGR2 inh | esBAF inh
C[C@@H]1CCCCO[C@@H](CN(C)C(=O)Nc2ccc3c(c2)OCO3)[C@@H](C)CN([C@H](C)CO)C(=O)c2cc(NC(=O)Cc3ccccc3)ccc2O1
 : 12 | -11
C[C@@H]1CCCCO[C@H](CN(C)S(=O)(=O)c2cn(C)cn2)[C@@H](C)CN([C@H](C)CO)C(=O)c2cc(NC(=O)Cc3ccccc3)ccc2O1
 : -7 | 0
C[C@@H]1CN([C@@H](C)CO)C(=O)c2cc(NS(=O)(=O)c3cccs3)ccc2O[C@@H](C)CCCCO[C@@H]1CN(C)C(=O)CCC(F)(F)F
 : -18 | -5
COc1ccc(CN(C)C[C@H]2OCCCC[C@H](C)Oc3ccc(NS(=O)(=O)c4c(C)noc4C)cc3C(=O)N([C@H](C)CO)C[C@H]2C)cc1
 : -17 | -3
C[C@@H]1CN([C@@H](C)CO)C(=O)c2cc(NC(=O)NC3CCCCC3)ccc2O[C@@H](C)CCCCO[C@H]1CN(C)C(=O)c1ccncc1
 : 17 | -1
COc1ccc(S(=O)(=O)N(C)C[C@@H]2Oc3ccc(NS(=O)(=O)c4cn(C)cn4)cc3C(=O)N([C@@H](C)CO)C[C@H]2C)cc1
 : -9 | -4
C[C@H]1CN([C@@H](C)CO)C(=O)c2cc(NC(=O)Cc3ccccc3)ccc2O[C@@H]1CN(C)Cc1ccc(-c2ccccc2)cc1
 : 12 | -1
C[C@H](CO)N1C[C@H](C)[C@H](CN(C)S(=O)(=O)c2cccs2)Oc2c(NC(=O)Nc3ccccc3)cccc2C1=O
 : 7 | 0
CN(C)C=NC(=O)c1ccc(N2CCN(c3ncc(C(F)(F)F)cc3Cl)CC2)cc1
 : 16 | -11
O=C(CN1C2=NCCN2c2ccccc21)C12CC3CC(CC(C3)C1)C2
 : -24 | -2
CCCSc1nc2c(c(=O)[nH]c(=O)n2C)n1CCc1ccccc1
 : 24 | -1
O=C(CCCN1C(=O)c2ccccc2C1=O)N1CCCCC1
 : -12 | 7
CCOC(=O)CSc1nc(C)c(C(=O)OCC)s1
 : 0 | 1

Whole records, quoted from the list.
C[C@@H]1CCCCO[C@@H](CN(C)C(=O)Nc2ccc3c(c2)OCO3)[C@@H](C)CN([C@H](C)CO)C(=O)c2cc(NC(=O)Cc3ccccc3)ccc2O1 across the screens: LGR2 inh = 12; esBAF inh = -11
C[C@H](CO)N1C[C@H](C)[C@H](CN(C)S(=O)(=O)c2cccs2)Oc2c(NC(=O)Nc3ccccc3)cccc2C1=O across the screens: LGR2 inh = 7; esBAF inh = 0

The listing continues.
Order of results – LGR2 inh | esBAF inh
C[C@@H]1CCCCO[C@@H](CN(C)Cc2ccc(C(F)(F)F)cc2)[C@@H](C)CN([C@@H](C)CO)C(=O)c2cc(NS(C)(=O)=O)ccc2O1
 : 15 | -1
Cc1ccc(C)c(OCC(O)CN2CCCCC2C)c1 (centres undefined)
 : -25 | 11
C[C@@H]1CN([C@H](C)CO)C(=O)c2cc(NS(=O)(=O)c3cn(C)cn3)ccc2O[C@@H](C)CCCCO[C@H]1CN(C)Cc1ccc(C(=O)O)cc1
 : -6 | -6
C[C@H](CO)N1C[C@H](C)[C@@H](CN(C)C(=O)Nc2ccc(C(F)(F)F)cc2)Oc2ccc(NC(=O)Nc3ccc(F)cc3)cc2C1=O
 : -7 | -1
C[C@@H]1CCCCO[C@@H](CN(C)CC2CCCCC2)[C@H](C)CN([C@H](C)CO)C(=O)c2cc(NS(=O)(=O)c3ccc(Cl)cc3)ccc2O1
 : 33 | 2
COC(=O)c1ccc(C)c(NC(=O)CN(c2ccc3c(c2)OCO3)S(C)(=O)=O)c1
 : -8 | 0
COc1cc(C(=O)NCCN2CCCC2)cc(OC)c1OC
 : -13 | -5
C[C@@H]1CCCCO[C@@H](CN(C)Cc2ccc(C(=O)Nc3ccccc3N)cc2)[C@@H](C)CN([C@H](C)CO)C(=O)c2cc(NC(=O)Nc3ccc4c(c3)OCO4)ccc2O1
 : -5 | -10
C[C@H](CO)N1C[C@H](C)[C@H](CN(C)S(C)(=O)=O)OCCCC[C@H](C)Oc2ccc(NS(C)(=O)=O)cc2C1=O
 : 0 | 4
Cc1ccc(CN(C(=O)Cn2nnc3ccccc32)C(C(=O)NCc2ccco2)c2cccs2)cc1 (centres undefined)
 : 0 | 15
C[C@@H]1CN([C@H](C)CO)C(=O)c2cc(NC(=O)C3CCCCC3)ccc2O[C@@H](C)CCCCO[C@H]1CN(C)C(=O)Cc1ccccc1
 : -10 | 8
C[C@@H]1CCCCO[C@H](CN(C)CC2CC2)[C@H](C)CN([C@@H](C)CO)C(=O)c2cc(NC(=O)Nc3ccc(C(F)(F)F)cc3)ccc2O1
 : 14 | -8
C[C@H](CO)N1C[C@H](C)[C@H](CN(C)C(=O)Cc2ccccc2)OCCCC[C@H](C)Oc2ccc(NC(=O)C3CCCCC3)cc2C1=O
 : 10 | 5
Nc1ccc[n+](Cc2ccccn2)c1
 : -3 | -3
Cc1ccc(SCc2nc(-c3ccccc3)no2)cc1
 : -66 | 18
COc1ccc(NC(=O)Nc2ccc3c(c2)C(=O)N([C@H](C)CO)C[C@@H](C)[C@H](CN(C)S(=O)(=O)c2c(C)noc2C)OCCCC[C@H](C)O3)cc1
 : 9 | 0
C[C@H]1CCCCO[C@@H](CN(C)Cc2ccc3c(c2)OCO3)[C@@H](C)CN([C@@H](C)CO)C(=O)c2cc(NC(=O)Cc3ccccc3)ccc2O1
 : 5 | -7
COc1ccc(NC(=O)N(C)C[C@H]2OCCCC[C@@H](C)Oc3ccc(NC(=O)Nc4cccc5ccccc45)cc3C(=O)N([C@@H](C)CO)C[C@H]2C)cc1
 : 13 | 4
NC(=O)C1CCCN(S(=O)(=O)c2ccc(Br)cc2)C1 (centres undefined)
 : 4 | 2
Cc1cc2c(cc1C)NC1(C(=O)Nc3ccccc31)C1=C(CC(C)(C)CC1=O)N2 (centres undefined)
 : -4 | 19
C[C@H]1CN([C@@H](C)CO)C(=O)c2cc(NC(=O)Nc3ccccc3)ccc2O[C@@H]1CN(C)C(=O)Nc1ccc2c(c1)OCO2
 : 0 | -4
C[C@@H]1CCCCO[C@H](CN(C)S(=O)(=O)c2cccs2)[C@H](C)CN([C@@H](C)CO)C(=O)c2cc(NC(=O)Cc3ccccc3)ccc2O1
 : -12 | 14
O=C(CSCc1ccc([N+](=O)[O-])cc1)NCCSCc1ccccc1
 : -1 | -2
C[C@@H]1CCCCO[C@@H](CN(C)S(C)(=O)=O)[C@@H](C)CN([C@@H](C)CO)C(=O)c2cc(NS(C)(=O)=O)ccc2O1
 : 24 | 4
C[C@@H]1CN([C@H](C)CO)C(=O)c2cc(NC(=O)Cc3ccccc3)ccc2O[C@@H](C)CCCCO[C@H]1CN(C)S(=O)(=O)c1cn(C)cn1
 : -3 | 1
O=C(CCCn1c(=O)[nH]c2cc(Cl)ccc2c1=O)NCCN1CCN(c2ccccc2)CC1
 : 11 | 2
CCn1nnnc1SCC(=O)NC1CCCC1
 : -8 | -5
C[C@@H]1CCCCO[C@@H](CN(C)Cc2ccc(C(F)(F)F)cc2)[C@H](C)CN([C@H](C)CO)C(=O)c2cc(NS(C)(=O)=O)ccc2O1
 : 18 | 2
C[C@H]1CN([C@@H](C)CO)C(=O)c2cc(NC(=O)C3CCCCC3)ccc2O[C@H]1CN(C)Cc1ccc(Oc2ccccc2)cc1
 : 11 | -2
COc1cc(/C=c2\sc3n(c2=O)C(c2ccccc2)C(c2ccccc2)=NN=3)ccc1O (centres undefined)
 : 6 | 7
Cc1noc(C)c1S(=O)(=O)Nc1ccc2c(c1)C(=O)N([C@@H](C)CO)C[C@@H](C)[C@H](CN(C)CC1CC1)OCCCC[C@H](C)O2
 : -3 | -2
Cc1cccc(OCC(=O)NNC(=O)c2cc3ccccc3oc2=O)c1
 : 10 | -2
CC(=O)Nc1cc2c(cc1NC(=O)Cn1nc(-c3ccc4c(c3)OCCO4)ccc1=O)OCCO2
 : -11 | -5
Cc1ccc(C(=O)OCCN2CCN(c3ncc(C(F)(F)F)cc3Cl)CC2)cc1
 : -9 | 1
CS(=O)(=O)Nn1cnc2ccccc2c1=O
 : -11 | 3
C[C@@H]1CCCCO[C@@H](CN(C)S(=O)(=O)c2cccs2)[C@H](C)CN([C@@H](C)CO)C(=O)c2cc(NC(=O)c3ccccc3)ccc2O1
 : -25 | -2
Cc1noc(C)c1NC(=O)N(C)C[C@H]1OCCCC[C@@H](C)Oc2ccc(NS(C)(=O)=O)cc2C(=O)N([C@H](C)CO)C[C@@H]1C
 : 1 | 3

Compound activity as filed in PubChem BioAssay.
